Screening results deposited in PubChem by several laboratories.
Furin inhibitor = inhibitors of human furin; P09958; purified furin, fluorogenic substrate cleavage; inhibition, % at 30 µM; hit rate 0.061% among 220,000; in the data active means inhibition above about 25%; further: inactives centre near -15
Calpain2 inh = calpain II (pig) inhibition; purified calpain II, fluorogenic peptide substrate, 30 min; inhibition, % at 16 µM; hit rate 0.37% among 220,000; AID 1236;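 active means inhibition above about 50%, limit read from the data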
PPC-1+TRAIL kill = compounds killing PPC-1 cancer cells with TRAIL present (potentiator screen, no TRAIL-free arm). PPC-1 cells + TRAIL, ATPLite viability luminescence. cell killing (% activity), % at 4 µM. hit rate 0.41% among 220,000. AID 1443;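 active means cell killing above 50% in the first pass at 4 µM, then a duplicate retest at 5 µM averaging 50% or more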;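 further: plate controls were cells with TRAIL plus DMSO for no effect and medium-only wells lacking cells for full effect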
TRPML3 agonist = activates the human TRPML3 channel; Q8TDD5; HEK293 TRPML3-YFP, Fluo-8 calcium fluorescence; 100% = the carbachol control signal; activation, % at 3 µM; hit rate 0.29% among 220,000;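 active means activation above its plate's cutoff, the mean activation of the plate's test wells plus 3 SD, cut at about 12% in these data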;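 further: 0% = DMSO only wells and 100% = carbachol wells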
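Test system: HEK293 cells stably carrying human TRPML3-YFP; Doses: single dose, 3 µM final nominal compound, 0.3% DMSO final; Schedule: dye loading 1 h 37 °C then 30 min ambient, 125 s read; Technique: Fluo-8 calcium fluorescence; Benchmarks: high control carbachol 87 µM, low control DMSO.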
TbHK1 inh = blocks Trypanosoma brucei hexokinase 1 activity | AID 1430 | hit rate 0.11% among 220,000 | inhibition, % at 10 µM | recombinant TbHK1, G6PDH-coupled NADH A340;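 active means inhibition of 50% or more in the single-dose primary screen; inactive means inhibition below 50%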
thrombin 1536 = thrombin (human) inhibition | alpha-thrombin, Boc-VPR-AMC fluorogenic substrate cleavage | inhibition, % at 5 µM | AID 1046 | hit rate 0.26% among 220,000;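 active means inhibition at or above 40%; inactive means inhibition below 40%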;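 further: 0% = enzyme with no compound and 100% = wells without enzyme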
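System – human alpha-thrombin · Medium – pH 7.5 Tris (50 mM) with NaCl 150 mM, Tween 20 0.05% · Compound – single-point dosing at 5 µM, 0.2% DMSO · Incubation – enzyme reaction carried out at room temperature · Technique – fluorescence of released AMC, ex 355 nm, em 460 nm · Read-out basis – % inhibition of thrombin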
Cl transport mod = KCC2 (human) Cl- transport modulation. Q9H2X9. KCC2 cells, thallium flux FluoZin-2 fluorescence. B-score of Tl+ flux slope (higher = more flux/activation; lower = inhibition) at 10 µM. hit rate 2.2% among 190,000. AID 1456;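 active means thallium flux slope and its plate-corrected score both differing from the plate sample mean at a set confidence after two filtering rounds, in either direction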;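 further: slope of fluorescence scaled to starting intensity during 10 to 20 s after thallium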
EBV gp42 block = blocks Epstein-Barr virus glycoprotein 42 binding; Fluorescence polarization binding assay, mP read-out; inhibition, % (tested at 21.74 µM); hit rate 0.42% among 220,000; in the data active means inhibition above about 50%
zfTRPN1 agonist = agonists of zebrafish TRPN1 channel | hit rate 0.18% among 220,000 | HEK293 zebrafish TRPN1-YFP, Fluo-8 calcium fluorescence; 100% = response to 87 µM carbachol | activation, % at 3 µM | AID 1424;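 active means activation above its plate's cutoff, the mean activation of test wells on that plate plus 3 SD, cut at about 19% in these data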;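 further: 0% = DMSO alone and 100% = 87 µM carbachol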
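System: zebrafish TRPN1-YFP in HEK293 cells / Dosing: 3 µM single point / Timing: dye loading 1 h at 37 °C, then 30 min room temperature / Signal: Fluo-8 calcium fluorescence, excitation 470-495 nm, emission 515-575 nm / Read-out basis: percent activation from peak over basal fluorescence ratio, control-normalized / Control set: high carbachol 87 µM, low DMSO alone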
Numbers without * were called inactive; / = not tested or not shown; [ ] = another dose, or the depositor's remark.

1: COc1cccc(-c2noc(CCC(=O)NCC3CCCO3)n2)c1 (stereo not drawn)
2: CCCCCn1c(N(C)Cc2ccccc2)nc2c1c(=O)[nH]c(=O)n2C
3: Cc1ccc(C(=O)CSc2nc3c([nH]2)c(=O)n(C)c(=O)n3C)cc1
4: Cc1ccc(S(=O)(=O)N2CCOCC2)cc1NC(=O)CNCc1cccnc1
5: c1ccc2c(NC3CCCC3)nnc(NC3CCCC3)c2c1
6: COc1ccc(-c2cc(C#N)nc(N3CCN(c4ccccc4)CC3)n2)cc1
7: S=c1nc(-c2cc(Cl)ccc2Cl)[nH][nH]1
8: CC(=O)Oc1ccc(OC(C)=O)c2c1CC(C)=C(C)C2
9: NC(=O)COc1ccc2oc(-c3ccccc3)cc(=O)c2c1
10: CC(C)Oc1ccccc1OCCCOc1cccc2cccnc12

| Compound | 1 | 2 | 3 | 4 | 5 | 6 | 7 | 8 | 9 | 10 |
| --- | --- | --- | --- | --- | --- | --- | --- | --- | --- | --- |
| EBV gp42 block | -2 | -19 | 3 | -10 | -30 | -17 | 0 | -14 | 5 | 7 |
| TRPML3 agonist | 1.1 | -1.5 | 0.9 | 0.5 | 1.7 | 0.8 | 0.2 | 0.2 | 0.3 | -1.1 |
| zfTRPN1 agonist | 0.8 | -3.2 | -1.1 | 0.7 | 2.0 | 0.3 | 0.2 | -0.2 | 0.3 | -2.4 |
| Furin inhibitor | -14 | -26 | -23 | -21 | -17[20 µM] | -4[20 µM] | -23 | -17 | -8 | -13 |
| PPC-1+TRAIL kill | 6 | -9 | 4 | 8 | 4 | 13 | 11 | -4 | 43 | -6 |
| Calpain2 inh | 19 | 0 | -11 | -29 | -107 | -142 | -18 | 14 | -257 | -7 |
| TbHK1 inh | 1 | -7 | -2 | -1 | -10 | -6 | -1 | 2 | 0 | -2 |
| thrombin 1536 | -5 | 3 | -22 | 1 | 2 | -6 | -11 | 2 | 0 | -2 |
| Cl transport mod | -2.5 | / | -0.89 | -0.16 | -0.63 | / | 1.1 | 0.25 | -0.76 | -3.8* |

Arranged by length of the SMILES (highest first): part of the list above.
3: Cc1ccc(C(=O)CSc2nc3c([nH]2)c(=O)n(C)c(=O)n3C)cc1
6: COc1ccc(-c2cc(C#N)nc(N3CCN(c4ccccc4)CC3)n2)cc1
4: Cc1ccc(S(=O)(=O)N2CCOCC2)cc1NC(=O)CNCc1cccnc1
9: NC(=O)COc1ccc2oc(-c3ccccc3)cc(=O)c2c1
5: c1ccc2c(NC3CCCC3)nnc(NC3CCCC3)c2c1
10: CC(C)Oc1ccccc1OCCCOc1cccc2cccnc12
7: S=c1nc(-c2cc(Cl)ccc2Cl)[nH][nH]1

| Compound | 3 | 6 | 4 | 9 | 5 | 10 | 7 |
| --- | --- | --- | --- | --- | --- | --- | --- |
| EBV gp42 block | 3 | -17 | -10 | 5 | -30 | 7 | 0 |
| TRPML3 agonist | 0.9 | 0.8 | 0.5 | 0.3 | 1.7 | -1.1 | 0.2 |
| zfTRPN1 agonist | -1.1 | 0.3 | 0.7 | 0.3 | 2.0 | -2.4 | 0.2 |
| Furin inhibitor | -23 | -4[20 µM] | -21 | -8 | -17[20 µM] | -13 | -23 |
| PPC-1+TRAIL kill | 4 | 13 | 8 | 43 | 4 | -6 | 11 |
| Calpain2 inh | -11 | -142 | -29 | -257 | -107 | -7 | -18 |
| TbHK1 inh | -2 | -6 | -1 | 0 | -10 | -2 | -1 |
| thrombin 1536 | -22 | -6 | 1 | 0 | 2 | -2 | -11 |
| Cl transport mod | -0.89 | / | -0.16 | -0.76 | -0.63 | -3.8* | 1.1 |
